# Keap1-Nrf2 PPI = inhibitors of human Keap1-Nrf2 protein-protein interaction | Keap1 Kelch-Nrf2 peptide fluorescence polarization, 1536-well | inhibition, % at 9.4 µM | hit rate 0.15% among 340,000 | AID 504523; in the data active = inhibition above about 12%;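 also: human Keap1 Kelch domain with fluorescein labeled Nrf2 9mer peptide probe; 0% = neutral control wells and 100% = peptide positive control; higher means more block of Keap1 binding to Nrf2 peptide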
# Wnt bcat act = activates Wnt/beta-catenin signaling in a reporter cell assay; activator, plate reader; activation, % at 9.35 µM; hit rate 1.2% among 300,000; AID 743398; in the data active = activation above about 30%, passing the limit was not always enough;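 also: 0% = neutral control wells and 100% = positive control wells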
# Cardiac RTF inh = cardiac RTF calcium desensitization; P19429+P45379; IANBD-labeled cardiac RTF, Ca2+ fluorescence; inhibition, % at 7.15 µM; hit rate 0.12% among 340,000; AID 493244;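 active = inhibition above the mean inhibition of all tested compounds plus 3 SD, cut at about 17% in these data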;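 also: assay run at fixed EC70 calcium of 1.6 mM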
# OPRM1-OPRD1 inv = mu-delta opioid heterodimer inverse agonism; P35372+P41143; cell-based MOR-DOR heterodimer luminescence; inhibition, % at 9.3 µM; hit rate 0.21% among 340,000; AID 504357; in the data active = inhibition above about 22%, passing the limit was not always enough;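 also: 0% = cells with DMSO and 100% = wells without cells with DMSO; values of inactives mirror those of a sister screen read the other way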
# cardiac RTF act = cardiac RTF calcium sensitization; IANBD-labeled TnC RTF fluorescence at EC20 calcium; 0% EC20 calcium, 100% full calcium; hit rate 0.24% among 340,000; activation, % at 7.2 µM; P19429+P45379;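 active = activation above the mean over all tested compounds plus 3 SD, cut at about 30% in these data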;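 also: rise in fluorescence read as greater calcium sensitivity of cardiac thin filaments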
# Arr AP2 block = inhibitors of human beta-arrestin and AP2 interaction; hit rate 0.31% among 340,000; AID 504490; inhibition, % at 10 µM; FITC-arrestin peptide / GST-AP2 beads, flow cytometry; AP2 beta2 appendage carries R879A mutation;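 active = inhibition above a set limit, near 3 SD of compounds lacking own fluorescence, cut at about 54% in these data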;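 also: plate controls were DMSO wells for no effect and 5 µM unlabelled arrestin peptide for full effect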
#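 test system = AP2 appendage R879A on GSH beads | buffer or medium = PBS plus Tween 20 (0.05%) and BSA (0.1%) | incubation = 12 min plus 1 h, RT | detection = bead flow cytometry, FITC channel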
# OPRM1-OPRD1 ag = OPRM1-OPRD1 heterodimerization agonism; P35372+P41143; cells, luminescence; activation, % at 9.3 µM; hit rate 0.3% among 340,000; AID 504326; in the data active = activation above about 18%;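 also: 0% = vehicle-treated cells and 100% = reference agonist; values of inactives mirror those of a sister screen read the other way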
# V-ATPase pHluor = regulators of yeast V-ATPase proton transport; response, % at 10 µM; S. cerevisiae, pHLuorin cytosolic pH fluorescence; AID 504577; hit rate 0.37% among 350,000; in the data active = response mostly above about 7.3%, no sharp cut-off; inactive = mostly below about 5.4%; also: actives read high; inactives centre near 0; some compounds called inactive have numbers as strong as hits; reference of the scale not given here
# C-LANA FP = KSHV C-LANA DNA binding inhibition. MBP-C-LANA/FAM-LBS DNA binding, fluorescence polarization. inhibition, % at 9 µM. hit rate 0.078% among 340,000. AID 504423;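 active = highest replicate inhibition at or above 60% at 9 µM, even if other replicates fall short; inactive = all replicates below 60% inhibition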;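 also: 0% = neutral control wells and 100% = 4 µM acridine orange control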
# DSG3 Ab inh = blocks pemphigus antibody binding to human desmoglein-3. AID 588358. hit rate 0.48% among 310,000. DSG3-coupled beads, scFv-anti-DSG3-GFP binding, flow cytometry; hits give low values. binding (percent of control), % at 10 µM;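 active = binding more than 3 SD below its plate's average and above zero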;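 also: hits lower antibody fragment binding to DSG3; some compounds called inactive have numbers as strong as hits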
# Target sequence (P32926 whole entry, looked up, the tested form may be a part): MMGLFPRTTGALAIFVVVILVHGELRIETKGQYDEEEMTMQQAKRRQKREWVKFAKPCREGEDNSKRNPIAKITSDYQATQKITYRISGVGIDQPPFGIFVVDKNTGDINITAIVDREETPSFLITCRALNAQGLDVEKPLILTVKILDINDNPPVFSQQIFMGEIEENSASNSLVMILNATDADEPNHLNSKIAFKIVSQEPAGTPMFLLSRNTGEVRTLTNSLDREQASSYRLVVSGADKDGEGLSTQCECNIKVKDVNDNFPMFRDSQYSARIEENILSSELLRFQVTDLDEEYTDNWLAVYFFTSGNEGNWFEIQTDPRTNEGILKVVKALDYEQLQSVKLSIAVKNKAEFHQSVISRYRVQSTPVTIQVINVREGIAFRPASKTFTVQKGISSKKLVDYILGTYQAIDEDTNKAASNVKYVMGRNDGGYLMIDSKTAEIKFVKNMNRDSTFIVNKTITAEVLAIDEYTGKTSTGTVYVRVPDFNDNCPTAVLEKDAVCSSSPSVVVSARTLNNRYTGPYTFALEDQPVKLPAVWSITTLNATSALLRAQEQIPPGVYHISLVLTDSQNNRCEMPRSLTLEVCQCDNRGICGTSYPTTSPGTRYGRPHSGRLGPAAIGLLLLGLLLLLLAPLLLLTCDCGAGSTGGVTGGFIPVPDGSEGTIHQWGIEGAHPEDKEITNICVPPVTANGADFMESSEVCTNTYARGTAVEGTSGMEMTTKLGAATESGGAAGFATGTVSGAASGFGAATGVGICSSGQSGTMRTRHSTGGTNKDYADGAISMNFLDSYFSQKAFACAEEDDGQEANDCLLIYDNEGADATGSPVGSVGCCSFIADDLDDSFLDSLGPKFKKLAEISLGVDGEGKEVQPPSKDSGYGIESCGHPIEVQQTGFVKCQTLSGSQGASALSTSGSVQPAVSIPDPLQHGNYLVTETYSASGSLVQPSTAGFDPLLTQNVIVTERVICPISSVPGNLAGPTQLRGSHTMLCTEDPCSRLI
# The depositor's hits bear a star; x = not tested or not shown; & = joins results of further samples. An unsorted share of the library (roughly 3.1% active in at least one column).
SMILES,Keap1-Nrf2 PPI,Wnt bcat act,Cardiac RTF inh,OPRM1-OPRD1 inv,cardiac RTF act,Arr AP2 block,OPRM1-OPRD1 ag,V-ATPase pHluor,C-LANA FP,DSG3 Ab inh
CSc1cccc(NC(=O)CC2Oc3ccccc3NC2=O)c1 (stereo not drawn),1,-1,-6,8,2,0,-1.7,-1,-1.8,94
CCOc1ccc(NC(=O)CN(C)CC(=O)Nc2cc(Cl)ccc2C#N)cc1OCC,-2,-3&-4,1,8,-1,31,-1.5,-5,0.8,73
COc1ccc(OCCN2CCN(C(=O)c3ccc(OC(F)F)c(OC)c3)CC2)cc1,-4,-3,-8,-6,1,-3,1.0,2,0.9,x
Cc1ccc(S(=O)(=O)N2CCOC23CCN(C(=O)c2ccc(Cl)cc2Cl)CC3)cc1,2,2,4,4,-6,-12,-0.7,3,-0.8,112
O=C(Cc1ccccc1)Nc1ccccc1C(=O)Nc1ccc(C(=O)O)cc1,-3,0,-3,21,-6,-1,-4.1,0,-0.6,101
CCN1C(=O)NC(c2ccccc2)(c2ccccc2)C1=O,0,-2,3,15,1,33,-3.0,0,-0.6,108
CN1CCN(c2nnc(-c3ccc(Cl)cc3)c3ccccc23)CC1,4,3,-2,13,3,1,-2.8,3,-0.8,102
O=C1N(c2ccccc2C(F)(F)F)OC1(Cc1ccccc1)c1ccccc1 (stereo not drawn),-6,5,-9,-51,-5,3,9.3,0,1.4,106
Oc1ccc(-c2csc(Nc3ccccn3)n2)cc1,-7,24,-14,7,2,-7,-1.3,3,3.3,110
Cc1cccc(N(CC(=O)NCC2CCCO2)C(=O)CNS(=O)(=O)c2ccc(Cl)cc2)c1 (stereo not drawn),0,1,9,8,-3,6,-1.2,7,4.3,103
CCS(=O)(=O)Nc1cccc(C(=O)CC2(O)C(=O)Nc3ccccc32)c1 (stereo not drawn),1,-8,-1,31,-4,9,-5.1,3,-0.3,x
Oc1ccccc1C1OCC2(CO1)COC(c1ccccc1O)OC2 (stereo not drawn),-6,-1,-5,16,12,-4,-3.0,-4,-2.1,108
COc1cc2oc3cc(C#Cc4ccc(N)cc4)ccc3c(=O)c2cc1OC,-7,-9,-5,-17,1,-8,3.8,-5,29,99
COc1ccc(N2Nc3n[nH]c(N)c3N2)cc1,0,6,-2,11,-4,16,-2.2,-4,-0.6,96
CCCC(=O)O[C@@H]1C[C@@H](C)N(C(=O)c2ccccc2)c2ccc(C)cc21,-3,x,-4,1,2,0,-0.2,5,-0.2,102
COc1ccc(N/C(N)=N/c2nc(CSc3nnc(C)s3)cc(=O)[nH]2)cc1,-2,-2,11,18,-3,-17,-3.6,-3,2.2,96
CSCC[C@H](NC(=O)OC(C)(C)C)c1nnc(SCC(=O)Nc2c(C)cccc2C)o1,-5,x,-1,7,6,1,-1.3,-3,0.3,110
COc1ccc(C(=O)O)cc1S(=O)(=O)N1CCN(Cc2ccc3c(c2)OCO3)CC1,-3,-2,3,8,3,4,-1.5,-2,-3.5,113
O=S(=O)(c1cc(Cl)ccc1Cl)N1CCCC1,2,x,5,5,-2,-2,-0.9,-7,0.5,97
CCN1CCN(c2ccc(S(=O)(=O)N3CCCCC3)cc2NC(=O)Cc2c(Cl)cccc2Cl)CC1,-2,1,5,13,0,-2,-2.3,-4,0.2,x
CCOC(=O)C1=C(N)OC2=C(C(=O)CCC2)C1c1ccccc1OCC (stereo not drawn),3,x,-5,8,1,10,-1.9,3,-0.3,98
CC1(NC(=O)Cc2c(Cl)cccc2Cl)CCS(=O)(=O)C1 (stereo not drawn),-1,3,-4,17,-3,-7,-4.5,0,-0.7,97
CNC(=O)CC12CC3CC(CC(C3)C1)C2,0,0,-29,-5,5,-15,0.8,1,0.2,100
Cc1cc(C(=O)OCC(=O)Nc2sc3c(c2C#N)CCC(C)C3)c2ccccc2n1 (stereo not drawn),-2,1,9,17,-2,2,-3.4,13*,0.2,86
Cc1cc(NC(=O)CCC(=O)N(CC(=O)NC2CCCC2)c2ccccc2)no1,-3,x,1,8,8,8,-1.6,0,1.6,112
Cc1cccc(NS(=O)(=O)c2ccc(C(=O)NCC(C)(C)N3CCOCC3)cc2)c1C,-3,-2,-1,9,0,6,-1.7,4,0.6,107
Cc1c(C(=O)N(C)Cc2ccccc2)oc2c(Cl)cccc12,-2,-1,-3,-11,-5,-2,2.1,0,0.1,113
O=C(N/N=C/c1ccncc1)c1cc2c(ccc3ccccc32)o1,2,-2,8,-9,-1,-1,1.6,0,-2.7,x
Cc1ccc(C(=O)c2c3ccccc3[n+]([O-])n2CCC(N)=O)cc1,3,2,5,17,-1,0,-2.9,0,0.4,106
O=C(CN1C(=O)c2cccc([N+](=O)[O-])c2C1=O)OCC(=O)N1CCCCC1,-4,-1,2,9,-1,9,-1.7,0,0.9,101
O=C(N1CCOCC1)N(Cc1cccs1)C1CCCC1,-3,-2,8,17,-5,24,-4.2,-1,-0.7,108
c1ccc2c(SCc3cn4ccccc4n3)nncc2c1,-6,7,-9,7,2,-6,-1.5,0,-1.5,101
CC1(c2nnc(Cc3ccccc3)o2)CC(c2ccc(F)cc2)=NO1 (stereo not drawn),-1,-3,-13,2,4,4,-0.4,-2,-1.6,104
COc1ccc(C(C)(C)C)cc1NC(=O)CNc1cccc2ccccc12,5,-5,-2,-44,-6,47,7.3,5,-0.5,96
COc1ccccc1C1CC(=O)NC(SCC(=O)Nc2ccccc2)=C1C#N (stereo not drawn),3,1,-9,-6,6,7,1.1,-1,2.4,102
CCOC(=O)N1CCN(C(=O)COC(=O)c2ccc(N(C)C)cc2)CC1,-1,-3,-5,9,7,10,-2.1,7,0.1,85
COc1ccc(-c2nnc(SCc3cccc(C#N)c3)o2)cc1,-3,-2,-6,16,9,-14,-3.4,-1,-0.2,129
Cc1ccc(C)c(NC(=O)CN(C)C(=O)c2cccc(S(=O)(=O)N3CCCC3)c2)c1,4,-3,0,8,-4,19,-1.2,1,-0.5,94
O=C(COC(=O)/C=C/c1ccc(S(=O)(=O)N2CCOCC2)cc1)NCc1ccc(Cl)cc1,0,-1,-5,-3,-1,14,0.6,5,0.0,59
COCCCNC(=S)NC1CC2CCC(C1)N2Cc1ccccc1 (stereo not drawn),-3,-1,-12,8,8,0,-1.5,0,0.6,107
COc1cc(NC(=O)CN2CCC(C)CC2)c(C)cc1[N+](=O)[O-],4,x,-13,6,0,7,-1.1,-1,-1.1,103
Cn1cccc1C(=O)NCCc1ccc(Cl)cc1,4,26,-4,8,1,5,-1.4,0,2.3,99
COc1ccc(N2CCN(S(=O)(=O)c3ccc(Cl)c(C(F)(F)F)c3)CC2)cc1,-2,-6,-2,-3,1,-12,0.6,1,-0.1,97
CC(C=NNc1ccc([N+](=O)[O-])cn1)=Cc1ccccc1,3,64*,0,-4,-2,-10,0.8,-2,2.6,97
N#CCCn1cc(C(=O)Nc2ccc(C(=O)O)cc2)c(-c2cc3ccccc3o2)n1,-2,1,-2,19,-3,23,-3.6,-1,2.1,99
CCC(C)c1ccc(NC(=O)CN(C)CC(=O)Nc2cccc(OC)c2)cc1 (stereo not drawn),-3,3,-4,-4,3,-1,0.8,-1,-1.7,102
CCCc1nnc(SCC(=O)Nc2nnc(CC)s2)n1CC1CCCO1 (stereo not drawn),-6,2,-11,8,0,-4,-1.1,-2,-0.3,91
COc1ccc(NC(=O)COC(=O)c2ccc(Br)o2)cc1OC,2,4,2,2,-1,27,-0.4,2,-1.7,x
CN(C)c1nc2ncn(Cc3ccccc3)c2c(=O)[nH]1,5,6,-5,5,-5,8,-1.0,3,0.0,96
CCOc1ccc(S(=O)(=O)N(CCO)CCO)cc1-c1nc2c(C(C)(C)C)nn(C)c2c(=O)[nH]1,-9,x,5,16,0,-3,-2.7,-5,-0.1,102
COc1ccc(C(=O)N2CC3(CC(c4ccc(Cl)cc4)=NO3)C[C@H]2C(=O)NCC(N)=O)cc1 (stereo partly drawn),0,-4,-21,9,3,-8,-1.5,2,1.4,91
Cc1ccccc1C(=O)NC1CCN(CC(=O)Nc2ccccc2Cl)CC1,-4,1,-2,6,1,38,-1.2,-5,-1.5,105
COc1cc(/C=N\Nc2ccc([N+](=O)[O-])cc2)ccc1OCC(=O)Nc1ccc(C)c(C)c1,-8,x,-1,4,2,0,-0.6,-3,2.1,102
COc1ccc(C(=O)NC2(C(F)(F)F)NC(=O)N(CCCc3ccccc3)C2=O)cc1OC (stereo not drawn),-2,-3,-11,2,-3,-3,-0.3,-2,-4.9,112
CCOC(=O)c1c(NC(=O)CSc2nnc3c(n2)[nH]c2ccccc23)sc2c1CCN(C)C2,-1,x,-3,4,7,8,-0.7,-2,-2.5,135
CC(=O)N/C(=C\c1ccccc1Cl)C(=O)O,-1,x,-9,-12,9,1,2.1,-3,-1.0,108
c1ccc(-c2nnc(N3CCOCC3)c3ccccc23)cc1,-9,0,x,x,x,-12,x,0,-0.6,106
C=CCCCCCCCCC(=O)Nc1c[nH]c(=O)[nH]c1=O,-3,x,-11,-6,1,9,1.0,x,-0.7,106
OCCNc1nc(-c2ccccc2)c2cc(Br)ccc2n1,-5,8,1,-2,4,-13,0.5,-6,-0.3,99
CCN(Cc1ccccc1)C(=O)COC(=O)c1cnc(C)cn1,-1,2,-6,6,1,4,-1.2,0,-0.9,100

# Just OPRM1-OPRD1 ag, V-ATPase pHluor and Keap1-Nrf2 PPI, for 3 of the compounds above:
SMILES	OPRM1-OPRD1 ag	V-ATPase pHluor	Keap1-Nrf2 PPI
C=CCCCCCCCCC(=O)Nc1c[nH]c(=O)[nH]c1=O	1.0	x	-3
OCCNc1nc(-c2ccccc2)c2cc(Br)ccc2n1	0.5	-6	-5
CCN(Cc1ccccc1)C(=O)COC(=O)c1cnc(C)cn1	-1.2	0	-1

# Further results follow.
SMILES,Keap1-Nrf2 PPI,Wnt bcat act,Cardiac RTF inh,OPRM1-OPRD1 inv,cardiac RTF act,Arr AP2 block,OPRM1-OPRD1 ag,V-ATPase pHluor,C-LANA FP,DSG3 Ab inh
N#Cc1c(N)n(-c2ccc(N)cc2)c2nc3ccccc3nc12,-3,-1,5,-1,-5,-13,0.3,-3,-0.2,x
CSc1ccc(/C=C(/NC(=O)c2ccco2)C(=O)N2CCOCC2)cc1,-4,2,-8,19,0,-3,-3.7,-2,0.7,105
CCOC(=O)N1CCC(NC(=O)Cn2cc3c(n2)CCCCC3)CC1,-8,-1,-2,15,1,9,-2.9,3,-0.7,112
CCOc1ccc(C(=O)NCCc2ccc3c(c2)OCCO3)cc1,-2,6,-4,6,5,3,-1.1,-1,2.5,98
COc1ccccc1OCCCN1C(=O)C(=O)c2cccc(C)c21,1,6,0,41*,11,9,-7.7,1,-0.5,102
COc1ccccc1NC(=O)N1CCN(C(=O)Nc2ccccc2OC)CC1,1,0,6,4,-2,-2,-0.8,-4,1.4,98
O=C(NCc1ccco1)c1ccc(COc2cccc3ccccc23)cc1,3,-2,-1,-13,3,0,2.4,-2,1.1,95
NC(=S)N/N=C/c1ccc(Br)o1,-3,4,0,11,0,0,-2.0,-2,-0.1,98
